West Nile antiviral: inhibition of WNV-induced cytopathic effect – cell-based, CPE readout (AID 1621). 290,000 compounds, 0.02% hits. CPE inhibition, % at 10 µM, or IC50 in µM where a hit was titrated. West Nile virus-infected cells, CPE inhibition; higher % means a stronger effect; in the data active = a potency from the dose series; inconclusive = CPE inhibition mostly from about 3.7% at the one dose, without a potency; inactive = the rest, 99 in 100 with CPE inhibition below about 2.2%; note: strong numbers were not always called active
NS5 inhibitors: Dengue-2 NS5 methyltransferase inhibitors, primary screen, biochemical, confirmation dose response (AID 588689) | Dengue-2 NS5 methyltransferase capping enzyme assay, biochemical; higher % means a stronger effect | inhibition, % at 25 µM; hits with a dose series show IC50 in µM | 340,000 compounds, 0.3% hits; in the data active = a potency from the dose series; inconclusive = inhibition above about 29% without an active follow-up result
Large T inhibition: SV40 large T antigen inhibitors, biochemical (AID 1903) | SV40 large T antigen ATPase/helicase inhibition assay; higher % means a stronger effect | inhibition, % at 20 µM, or IC50 in µM where a hit was titrated | 310,000 compounds, 0.39% hits; in the data active = a potency from the dose series; inconclusive = inhibition mostly from about 32% at the one dose, without a potency; inactive = the rest, 99 in 100 with inhibition below about 32%; note: strong numbers were not always called active
PhoP inhibition: inhibitors of PhoP regulon expression, primary screen, Salmonella Typhimurium, GFP reporter (AID 1863) | S. Typhimurium PhoP-regulated promoter GFP reporter, 4 h; higher % means a stronger effect | 300,000 compounds, 0.16% hits | inhibition, % at 50 µM, or IC50 in µM where a hit was titrated;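 active = inhibition over 29.93%, a cutoff 3 SD above the screen mean, later confirmed by dose response; inconclusive = inhibition over 29.93% but no dose response follow-up; inactive = inhibition at most 29.93% or unconfirmed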;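 note: 0% = low Mg2+ inducing control and 100% = high Mg2+ repressing control; strong numbers were not always called active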
Rac1 GTP hydrolysis: MgcRacGAP GTPase-activating activity inhibitors, confirmation, biochemical, ADP Hunter fluorescence | one-dose inhibition, % at 30 µM; IC50 in µM for titrated hits | AID 624330 | MgcRacGAP-stimulated Rac1 GTP hydrolysis, ADP Hunter fluorescence; higher % means a stronger effect; GST-tagged Rac1 F28L mutant substrate | 340,000 compounds, 0.6% hits;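 active = first-screen hits whose inhibition reached a set limit at any dose in the follow-up dose series; inconclusive = inhibition above the set first-screen limit but never retested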;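 note: fluorescence reports GDP produced by GAP-driven GTP hydrolysis; strong numbers were not always called active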
RSV CPE inhibition: inhibition of RSV-induced cytopathic effect – HEp-2 cells, primary 10 µM value included (AID 2391). CPE inhibition, % at 10 µM, or IC50 in µM where a hit was titrated. HEp-2 cells, RSV-induced CPE inhibition; higher % means a stronger effect. 310,000 compounds, 0.13% hits; in the data active = a potency from the dose series; inconclusive = CPE inhibition mostly from about 23% at the one dose, without a potency; inactive = the rest, 99 in 100 with CPE inhibition below about 21%; note: strong numbers were not always called active
NTR1 agonist: NTR1-driven beta-arrestin-GFP spot formation – imaging, U2OS cells, high content, primary screen (AID 493036) | activation, % at 20 µM | P30989 | agonist mode | 330,000 compounds, 0.17% hits;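 active = activation at or above 40% of the spot to cytoplasm intensity ratio, with at least 20 cells analyzed; inconclusive = wells under 20 cells, flagged as cytotoxic or low count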;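 note: 0% = DMSO without peptide and 100% = 100 nM NTR1 peptide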
Target sequence (P30989 whole entry, looked up): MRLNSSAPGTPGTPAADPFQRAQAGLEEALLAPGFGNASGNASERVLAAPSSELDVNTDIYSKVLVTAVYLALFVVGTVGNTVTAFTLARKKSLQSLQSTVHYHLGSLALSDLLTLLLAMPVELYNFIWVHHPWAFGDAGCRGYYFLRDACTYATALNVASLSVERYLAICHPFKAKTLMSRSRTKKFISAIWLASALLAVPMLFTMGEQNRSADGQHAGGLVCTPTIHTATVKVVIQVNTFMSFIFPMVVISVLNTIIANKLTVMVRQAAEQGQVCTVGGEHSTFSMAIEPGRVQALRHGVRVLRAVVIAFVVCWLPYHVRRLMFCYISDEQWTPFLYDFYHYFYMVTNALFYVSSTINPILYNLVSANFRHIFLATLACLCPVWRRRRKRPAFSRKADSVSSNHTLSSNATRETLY
T cell HTS: T cell immune modulation candidate; 2C CD8+ T cell-vesicle binding, flow cytometry; active compounds read low; calls only at 7 µM; 330,000 compounds, 0.068% hits; AID 2052;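 active = response, share of CD8 T cells binding vesicles, and their 90th percentile fluorescence all below set limits, cut at about 80% in these data, passing the limit was not always enough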
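System: murine 2C transgenic CD8+ T lymphocytes; also added: QL9-loaded Drosophila micro-vesicles; times: binding 1.5 h at 37 °C; measured by: flow cytometry, PE anti-B7-1 (FL2) versus Alexa647 anti-CD8 (FL8), PFA-fixed; control set: Peptide-free naked vesicles (low) and QL9 vesicles with 0.7% DMSO vehicle (high)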
UTI89 phage lysis: protection from phage-mediated lysis, alamar blue read-out – E. coli UTI89, K1F phage, bacterial capsule biogenesis inhibitors (AID 488966). E. coli UTI89 K1F phage lysis, alamar blue, 2 h; higher % means a stronger effect. one-dose inhibition, % at 100 µM; IC50 in µM for titrated hits. 340,000 compounds, 0.02% hits;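 active = phage lysis inhibition, versus mean bacterial control, above a set limit; inconclusive = no clear call, values can overlap the other calls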;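 note: capsule biogenesis inhibitors block K1F phage lysis so surviving cells raise fluorescence; higher fluorescence means more inhibition of phage lysis; actives were called in the ten point dose series up to 300 µM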
T cell HTS vesicle-bound %: further read-out of T cell HTS, marked with its call; double positive events, %; measured here: CD8+ vesicle-bound cell fraction;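 binding gate set so that unloaded-vesicle control wells show 10% double positive cells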
NTR1 agonist cell count 20 µM: also measured in NTR1 agonist; calls as there; cell count; measured here: cell count, cytotoxicity flag
NS5 inhibitors pilot replicate: also measured in NS5 inhibitors; calls as there; inhibition, %; measured here: pilot screen replicate inhibition
* = called active by the depositor; [ ] = remark or other dose.

`COc1ccccc1C(=O)Nc1ccc2oc(-c3ccc(F)cc3)nc2c1` gave West Nile antiviral 0.1%, NS5 inhibitors -3%, Large T inhibition 11%, PhoP inhibition -7%, Rac1 GTP hydrolysis 7%, RSV CPE inhibition 3.1%, NTR1 agonist 29, T cell HTS inactive, UTI89 phage lysis 0.8%, T cell HTS vesicle-bound % 33, NTR1 agonist cell count 20 µM 79 and NS5 inhibitors pilot replicate -0.9.
Screening CC(=O)Nc1ncc(Cc2cccc(Cl)c2)s1 returned West Nile antiviral -0.3%, NS5 inhibitors 1%, Large T inhibition 18%, PhoP inhibition 9%, Rac1 GTP hydrolysis -1%, RSV CPE inhibition 2.2%, NTR1 agonist -0.5, T cell HTS inactive, UTI89 phage lysis 0.1%, T cell HTS vesicle-bound % 56 and NTR1 agonist cell count 20 µM 88.
O=C(Nc1cc(S(=O)(=O)N2CCCCC2)ccc1N1CCOCC1)c1cc(=O)[nH]c2ccccc12 was read as West Nile antiviral 0.3%, NS5 inhibitors -2%, Large T inhibition 7%, PhoP inhibition -8%, Rac1 GTP hydrolysis 1%, RSV CPE inhibition 2.5%, NTR1 agonist 2.1, T cell HTS inactive, UTI89 phage lysis 0.1%, T cell HTS vesicle-bound % 30 and NTR1 agonist cell count 20 µM 56.
For COc1ccc(N(CC(=O)N/N=C(\C)c2ccc(OC)c(OC)c2)S(=O)(=O)c2ccccc2)cc1 the results were West Nile antiviral 0.3%, NS5 inhibitors 0%, Large T inhibition 7%, PhoP inhibition 9%, Rac1 GTP hydrolysis 5%, RSV CPE inhibition 0.1%, NTR1 agonist -0.8, T cell HTS inactive, UTI89 phage lysis 0.1%, T cell HTS vesicle-bound % 24 and NTR1 agonist cell count 20 µM 81.
`CCOC(=O)c1cnn(CCOC(=O)c2ccc(OC)cc2)c1NC(=O)c1ccc(OC)cc1` gave West Nile antiviral -0.7%, NS5 inhibitors -5%, Large T inhibition -9%, PhoP inhibition 17%, Rac1 GTP hydrolysis 1%, RSV CPE inhibition 1.3%, NTR1 agonist 1.4, T cell HTS inactive, UTI89 phage lysis 0.3%, T cell HTS vesicle-bound % 43 and NTR1 agonist cell count 20 µM 38.
`CC(=O)N1c2ccc(S(=O)(=O)N3CCC(C(=O)NC4CCCCC4C)CC3)cc2CC1C` (stereo not given) gave West Nile antiviral -1.2%, NS5 inhibitors -2%, Rac1 GTP hydrolysis 0%, RSV CPE inhibition 2.0%, NTR1 agonist 2.5, T cell HTS inactive, UTI89 phage lysis 0.1%, T cell HTS vesicle-bound % 36 and NTR1 agonist cell count 20 µM 45.
For CC1CCC(C(C)C)C(=O)/C1=C/c1ccc(N)cc1 (stereo not given) the results were West Nile antiviral -0.1%, NS5 inhibitors -1%, Large T inhibition 9%, PhoP inhibition -14%, Rac1 GTP hydrolysis -1%, RSV CPE inhibition 1.9%, NTR1 agonist 7.4, T cell HTS inactive, UTI89 phage lysis 0.3%, T cell HTS vesicle-bound % 26 and NTR1 agonist cell count 20 µM 52.
`Cc1cccc2sc(NNC(=O)C3=COCCO3)nc12` gave West Nile antiviral 1.1%, NS5 inhibitors -1%, Large T inhibition 23%, PhoP inhibition -2%, Rac1 GTP hydrolysis -1%, RSV CPE inhibition 1.8%, NTR1 agonist 1.2, T cell HTS inactive, UTI89 phage lysis 3.4%, T cell HTS vesicle-bound % 21 and NTR1 agonist cell count 20 µM 37.
For CCOC(=O)c1cc2c(c(CSc3nc4ccccc4c(=O)n3Cc3ccco3)c1)OCOC2 the results were West Nile antiviral inconclusive, NS5 inhibitors -6%, Large T inhibition 15%, PhoP inhibition -5%, Rac1 GTP hydrolysis 4%, RSV CPE inhibition 4.7%, NTR1 agonist 5.4, T cell HTS inactive, UTI89 phage lysis 3.8%, T cell HTS vesicle-bound % 19 and NTR1 agonist cell count 20 µM 76.
CC(C)CNC(=O)C(=O)NCC1OCCN1S(=O)(=O)c1cccs1 (stereo not given) was read as West Nile antiviral -0.6%, NS5 inhibitors -2%, Large T inhibition 7%, PhoP inhibition 1%, Rac1 GTP hydrolysis 5%, RSV CPE inhibition 1.5%, NTR1 agonist 0.1, T cell HTS inactive, UTI89 phage lysis 0.5%[50 µM], T cell HTS vesicle-bound % 40 and NTR1 agonist cell count 20 µM 54.
CCc1ccc(S(=O)(=O)NCCc2csc(-c3ccccc3)n2)s1 was read as West Nile antiviral -0.8%, NS5 inhibitors -6%, Large T inhibition -1%, PhoP inhibition -4%, Rac1 GTP hydrolysis 6%, RSV CPE inhibition 0.5%, NTR1 agonist 3.0, T cell HTS inactive, UTI89 phage lysis 0.0%, T cell HTS vesicle-bound % 59 and NTR1 agonist cell count 20 µM 48.
`O=C(NC(=S)Nc1ccc(F)cc1)c1ccc2c(c1)OCCO2` gave West Nile antiviral -0.3%, NS5 inhibitors -4%, Large T inhibition 3%, PhoP inhibition -7%, Rac1 GTP hydrolysis 6%, RSV CPE inhibition 11%, NTR1 agonist 0.4, T cell HTS inactive, UTI89 phage lysis 1.1%, T cell HTS vesicle-bound % 56 and NTR1 agonist cell count 20 µM 93.

No new results follow: entries from further up.
`CCOC(=O)c1cnn(CCOC(=O)c2ccc(OC)cc2)c1NC(=O)c1ccc(OC)cc1` gave West Nile antiviral -0.7%, NS5 inhibitors -5%, Large T inhibition -9%, PhoP inhibition 17%, Rac1 GTP hydrolysis 1%, RSV CPE inhibition 1.3%, NTR1 agonist 1.4, T cell HTS inactive, UTI89 phage lysis 0.3%, T cell HTS vesicle-bound % 43 and NTR1 agonist cell count 20 µM 38.
`CC(=O)N1c2ccc(S(=O)(=O)N3CCC(C(=O)NC4CCCCC4C)CC3)cc2CC1C` (stereo not given) gave West Nile antiviral -1.2%, NS5 inhibitors -2%, Rac1 GTP hydrolysis 0%, RSV CPE inhibition 2.0%, NTR1 agonist 2.5, T cell HTS inactive, UTI89 phage lysis 0.1%, T cell HTS vesicle-bound % 36 and NTR1 agonist cell count 20 µM 45.

The results go on:
`Cc1ccc(C(=O)CCC(=O)Nc2cccc(C(F)(F)F)c2)cc1` gave West Nile antiviral 0.0%, NS5 inhibitors 6%, Large T inhibition 10%, PhoP inhibition 4%, Rac1 GTP hydrolysis 15%, RSV CPE inhibition 0.8%, NTR1 agonist -1.0, T cell HTS inactive, UTI89 phage lysis 1.2%, T cell HTS vesicle-bound % 40 and NTR1 agonist cell count 20 µM 40.
Screening CNc1ccc(S(=O)(=O)NCC(=O)OC(C)C(=O)N(C)Cc2ccccc2)cc1[N+](=O)[O-] (stereo not given) returned NS5 inhibitors 2%, Rac1 GTP hydrolysis 6%, RSV CPE inhibition 0.2%, NTR1 agonist -0.1, T cell HTS inactive, UTI89 phage lysis 0.4%[50 µM], T cell HTS vesicle-bound % 10 and NTR1 agonist cell count 20 µM 58.
`COc1ccc(CC(=O)N2CCC(n3nccc3NC(=O)C3CCOC3)CC2)cc1` (stereo not given) gave West Nile antiviral 0.2%, NS5 inhibitors -4%, Large T inhibition 8%, PhoP inhibition -2%, Rac1 GTP hydrolysis 5%, RSV CPE inhibition 2.6%, NTR1 agonist -0.2, T cell HTS inactive, UTI89 phage lysis 0.2%, T cell HTS vesicle-bound % 26 and NTR1 agonist cell count 20 µM 44.
Screening N#CCCN(C(=O)COC(=O)c1cc(=O)c2ccccc2o1)c1ccccc1 returned NS5 inhibitors -4%, Rac1 GTP hydrolysis 4%, RSV CPE inhibition 1.9%, NTR1 agonist 0.3, T cell HTS inactive, UTI89 phage lysis 0.5%[50 µM], T cell HTS vesicle-bound % 39 and NTR1 agonist cell count 20 µM 61.
CC(=O)Nc1ccccc1NC(=O)C/C(C)=N/NC(=O)c1cccnc1 was read as West Nile antiviral -0.3%, NS5 inhibitors -5%, Large T inhibition 6%, PhoP inhibition -1%, Rac1 GTP hydrolysis 4%, RSV CPE inhibition 1.2%, NTR1 agonist 1.1, T cell HTS inactive, UTI89 phage lysis 0.1%, T cell HTS vesicle-bound % 14 and NTR1 agonist cell count 20 µM 47.
C=CCn1c(=NC(=O)c2sc3ccccc3c2Cl)sc2cc(S(N)(=O)=O)ccc21 was read as West Nile antiviral -0.2%, NS5 inhibitors -2%, Large T inhibition 12%, PhoP inhibition -5%, Rac1 GTP hydrolysis 8%, RSV CPE inhibition 3.5%, NTR1 agonist 3.4, T cell HTS inactive, UTI89 phage lysis 1.7%[50 µM], T cell HTS vesicle-bound % 18 and NTR1 agonist cell count 20 µM 79.
For CCN1C/C(=C/c2cccc([N+](=O)[O-])c2)C(=O)/C(=C/c2cccc([N+](=O)[O-])c2)C1 the results were West Nile antiviral -1.6%, NS5 inhibitors -8%, Large T inhibition 4%, PhoP inhibition 0%, Rac1 GTP hydrolysis -9%, RSV CPE inhibition -2.5%, T cell HTS inactive, UTI89 phage lysis -0.2% and T cell HTS vesicle-bound % 36.
Screening O=C(O)c1ccccc1C(=O)Nc1ccc(S(=O)(=O)N2CCCC2)cc1 returned West Nile antiviral 0.2%, NS5 inhibitors 24%, Large T inhibition -11%, PhoP inhibition 7%, Rac1 GTP hydrolysis -3%, RSV CPE inhibition -0.1%, NTR1 agonist 3.4, T cell HTS inactive, UTI89 phage lysis -0.1%, T cell HTS vesicle-bound % 37 and NTR1 agonist cell count 20 µM 47.
CC(C)NC(=O)NC1C2CC3CC(C2)CC1C3 (stereo not given) was read as West Nile antiviral -0.3%, Large T inhibition -3%, PhoP inhibition 3%, Rac1 GTP hydrolysis 6%, RSV CPE inhibition 1.7%, NTR1 agonist -1.2, T cell HTS inactive, UTI89 phage lysis 0.0%, T cell HTS vesicle-bound % 41 and NTR1 agonist cell count 20 µM 45.
`Cc1cc(=O)oc2cc(OCC(=O)Nc3ccc(S(=O)(=O)N(C)C)cc3)ccc12` gave West Nile antiviral 0.5%, NS5 inhibitors -5%, Large T inhibition 7%, PhoP inhibition -5%, Rac1 GTP hydrolysis -2%, RSV CPE inhibition 0.0%, NTR1 agonist 2.6, T cell HTS inactive, UTI89 phage lysis 1.5%, T cell HTS vesicle-bound % 29 and NTR1 agonist cell count 20 µM 54.
